NOD2 RIPK2 PPI = NOD2-RIPK2 protein interaction inhibition. O43353. inhibition, % at 4.98 µM. CHO BLA complementation NOD2-RIPK2, CCF4 ratio. hit rate 0.38% among 360,000; in the data active = inhibition above about 21%;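 also: 0% = vehicle only and 100% = reference blocker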
Target sequence (O43353 whole entry, looked up): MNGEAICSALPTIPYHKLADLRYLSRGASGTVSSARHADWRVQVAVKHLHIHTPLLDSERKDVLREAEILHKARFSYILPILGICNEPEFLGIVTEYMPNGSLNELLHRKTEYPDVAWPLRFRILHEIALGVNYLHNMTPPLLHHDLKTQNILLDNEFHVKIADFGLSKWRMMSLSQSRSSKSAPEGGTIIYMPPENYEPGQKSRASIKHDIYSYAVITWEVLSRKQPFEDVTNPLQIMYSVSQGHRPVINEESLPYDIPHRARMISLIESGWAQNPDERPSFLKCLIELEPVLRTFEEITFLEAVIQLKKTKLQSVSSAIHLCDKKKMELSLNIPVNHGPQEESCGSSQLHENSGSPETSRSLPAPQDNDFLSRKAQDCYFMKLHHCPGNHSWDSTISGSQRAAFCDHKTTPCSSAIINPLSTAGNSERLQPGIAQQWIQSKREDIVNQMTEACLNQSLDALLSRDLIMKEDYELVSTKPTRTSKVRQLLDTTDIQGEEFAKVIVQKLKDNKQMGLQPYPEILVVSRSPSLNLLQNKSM
Vif imaging = inhibitors of HIV Vif; HEK293T cells, Vif self-association by quenched fluorescence, imaging, 24 h; hit rate 0.35% among 340,000; inhibition, % at 7.49 µM; in the data active = inhibition above about 50%, passing the limit was not always enough; also: some results filed as inactive read as strong as hits
LRH-1 inv ag = NR5A2 inverse agonism in reporter assay | inhibition, % at 3.6 µM | HEK293T StAR-luciferase reporter, LRH-1 transfected, 24 h | AID 602396 | hit rate 0.13% among 360,000 | O00482;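 active = inhibition above the mean inhibition of all tested compounds plus 3 SD, cut at about 73% in these data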;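 also: 0% = DMSO wells and 100% = reporter-only cells lacking LRH-1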
TLR9-MyD88 block = blocks human TLR9 binding to MyD88; Q9NR96+Q99836; CHO BLA complementation TLR9-MyD88, CCF4 FRET ratio; inhibition, % at 4.98 µM; hit rate 0.21% among 340,000;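 active = inhibition above the mean over all tested compounds plus 3 SD, cut at about 21% in these data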;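 also: 0% = DMSO only wells and 100% = clavulanate BLA inhibitor control wells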
COUP-TFII inh = blocks human COUP-TFII nuclear receptor; inhibition, % at 8.6 µM; hit rate 0.7% among 370,000; HEK293T NGFI-A luciferase reporter, luminescence;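 active = inhibition above a per-plate cutoff, mean inhibition of test wells between control levels plus 3 SD, cut at about 38% in these data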;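 also: cells cotransfected with COUP-TFII expression vector driving the NGFI-A reporter; 0% = median of COUP-TF2 test wells and 100% = reporter-only cells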
Target sequence (P24468 whole entry, looked up): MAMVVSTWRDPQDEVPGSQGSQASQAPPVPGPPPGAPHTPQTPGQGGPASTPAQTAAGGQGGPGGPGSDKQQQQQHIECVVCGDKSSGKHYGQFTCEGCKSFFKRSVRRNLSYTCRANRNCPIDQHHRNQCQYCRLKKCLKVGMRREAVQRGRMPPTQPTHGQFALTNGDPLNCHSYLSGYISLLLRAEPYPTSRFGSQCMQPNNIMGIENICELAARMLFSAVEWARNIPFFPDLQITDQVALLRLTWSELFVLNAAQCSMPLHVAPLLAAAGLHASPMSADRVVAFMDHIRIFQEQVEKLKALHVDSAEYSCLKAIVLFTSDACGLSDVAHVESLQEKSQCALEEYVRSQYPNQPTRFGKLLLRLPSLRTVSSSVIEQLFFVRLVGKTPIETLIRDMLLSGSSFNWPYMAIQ
EBV LMP1 NFkB = Epstein-Barr LMP1 NF-kappaB reporter inhibition; LMP1-induced NF-kappaB luciferase reporter cells, luminescence; inhibition, % at 12.5 µM; hit rate 0.69% among 350,000; in the data active = inhibition above about 41%;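 also: 0% = neutral control wells and 100% = reference inhibitor control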
TROY signal inh = inhibitors of TROY-dependent NF-kB signaling; Q293 LMP1-TROYcd NF-kB luciferase reporter, 4 h; inhibition, % at 10 µM; hit rate 0.98% among 360,000;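 active = compounds whose plate-normalised and pattern-corrected inhibition of the luciferase reporter signal at the single screening dose is 50% or more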
SRC1 inh = inhibits human SRC1 coactivator | Q15788 | hit rate 0.12% among 360,000 | inhibition, % at 3.6 µM | AID 588354 | HEK293 GAL4-SRC1 luciferase reporter, luminescence;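 active = inhibition above the campaign mean plus 3 SD, with each screening campaign given its own cutoff, cut at about 60% in these data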;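 also: 0% = DMSO treated cells and 100% = gossypol at 36 µM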
C8 TRAIL sens = caspase-8 TRAIL sensitization; NB7+C8 cells + TRAIL, ATPlite viability luminescence; hit rate 1% among 360,000; inhibition (viability loss, TRAIL sensitization), % at 10 µM;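 active = compounds causing at least 50% loss of cell viability in the single-dose screen, relative to plate controls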
SRC3 inh = inhibits human SRC3 coactivator. Q9Y6Q9. HEK293 GAL4-SRC3 luciferase reporter, luminescence. inhibition, % at 3.6 µM. hit rate 0.17% among 360,000. AID 588352;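 active = inhibition above a per-campaign cutoff, the mean of all compounds plus 3 SD, cut at about 60% in these data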;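 also: 0% = DMSO-treated cells and 100% = gossypol-treated cells at 36 µM; higher means less SRC3-driven luciferase light from the GAL4 reporter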
NCOA2 inhibitor = human SRC2 (NCOA2) inhibition; hit rate 0.17% among 370,000; HEK293 GAL4-SRC2 luciferase reporter, luminescence; inhibition, % at 9 µM; Q15596;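 active = inhibition above the mean inhibition of all tested compounds plus 3 SD, set per campaign, cut at about 52% in these data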;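 also: 0% = DMSO treated cells and 100% = cells given Gossypol at 36 µM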
Numbers without * were called inactive; / = not tested or not shown. Some of the compounds tested, so the mix of outcomes need not match the whole.

SMILES	NOD2 RIPK2 PPI	Vif imaging	LRH-1 inv ag	TLR9-MyD88 block	COUP-TFII inh	EBV LMP1 NFkB	TROY signal inh	SRC1 inh	C8 TRAIL sens	SRC3 inh	NCOA2 inhibitor
COc1ccc(Cn2c(C3CC3)nc3ccc(NC(=O)C4CC4)cc3c2=O)cc1	2	8	-122	2	-35	-60	-36	-114	26	-64	-37
CCOC(=O)N1CCN(C(=O)CS(=O)(=O)Cc2nc(-c3ccccc3F)oc2C)CC1	-12	-5	13	-3	11	2	-1	5	-2	-1	14
Cc1ccc(-c2cnc(SCC(=O)N3CCCc4ccccc43)n2C)cc1	9	-3	-8	10	-3	3	-25	-13	10	-18	2
Cc1ccc(OCCSc2nnc(-c3ccncc3)n2C)cc1	-4	-4	13	3	-9	16	-16	-13	17	9	1
CC(C)(C)OC(=O)N1CCC(CNC(=O)c2ccc(F)cc2)CC1	-2	4	-5	2	-7	6	-2	-3	13	-5	-11
O=C(COC(=O)c1ccc(-c2nnc(-c3ccccc3)o2)cc1)c1ccccc1	-5	-12	-9	-5	-18	-21	-59	-47	4	-30	-24
Cc1ccc(NC(=O)c2oc3c(c2C)C(=O)CC(C)(C)C3)cc1	-3	-9	-9	7	3	-1	-2	5	8	4	7
Cc1ccc(C(=O)C2=C(O)C(=O)N(Cc3ccco3)C2c2cccc(Cl)c2)o1 (stereo not drawn)	-6	-5	15	-4	2	1	8	-1	-2	15	-31
CCC1COCCS(=O)(=O)N1Cc1ccccc1C (stereo not drawn)	-5	-3	-28	1	8	-4	-4	-11	-5	-7	-10
CC(C)CC(NS(=O)(=O)OCC(Cl)(Cl)Cl)c1ccccc1 (stereo not drawn)	15	1	-4	5	5	-3	-11	8	6	9	-13
COCCNC(=O)c1ccc(Cl)c(S(=O)(=O)Nc2cccc(C)c2C)c1	-3	-1	-32	2	-4	-5	0	0	-3	-6	-13
CCOC(=O)[C@]12CCC=C1N(Cc1ccc(Cl)cc1Cl)C(=O)[C@H](CC(=O)N1CCCC1)C2	3	/	-7	/	14	/	-4	/	4	/	-5
Cc1cccc(N2CCN(C(=O)CN3C(=O)NC4(CCCCCC4)C3=O)CC2)c1C	-2	-1	-6	-4	2	13	-1	-6	17	-7	-2
CCCNC(=O)COc1ccc(-c2nn(C)c(=O)c3ccccc23)cc1	0	-1	7	0	-13	8	3	10	0	-11	-20
O=C(CCNS(=O)(=O)c1cccc2nsnc12)Nc1ccc2c(c1)OCCO2	-1	21	0	7	-18	16	3	10	-19	-3	-6
CN(CCO)Cc1csc2ccc(Br)cc12	-2	2	9	0	13	3	-14	10	-11	6	0
O=C(Cn1ncc2c3ccccc3n(Cc3ccccc3)c2c1=O)N1CCN(c2ccccn2)CC1	-3	1	-10	5	/	-2	-43	6	-2	1	/
Cc1cccc(-c2n[nH]c([N+](=O)[O-])n2)c1	-3	3	-27	-6	-6	6	9	-8	-12	0	-15
CCN(CC)S(=O)(=O)c1ccc(N2CCCC2)c(NC(=O)c2ccc(OC)cc2OC)c1	-20	-3	0	4	6	6	-11	-6	-1	4	-7
O=C(OCc1cn([C@H]2CN(C(=O)C3CCCCC3)[C@@H](c3ccc(Cl)cc3)C[C@@H]2O)nn1)c1ccccc1	-5	1	-25	5	-2	-1	9	-27	39	-6	-12

As a working copy, part of the list above:
SMILES	NOD2 RIPK2 PPI	Vif imaging	LRH-1 inv ag	TLR9-MyD88 block	COUP-TFII inh	EBV LMP1 NFkB	TROY signal inh	SRC1 inh	C8 TRAIL sens	SRC3 inh	NCOA2 inhibitor
O=C(CCNS(=O)(=O)c1cccc2nsnc12)Nc1ccc2c(c1)OCCO2	-1	21	0	7	-18	16	3	10	-19	-3	-6
CN(CCO)Cc1csc2ccc(Br)cc12	-2	2	9	0	13	3	-14	10	-11	6	0

(list continues)
SMILES	NOD2 RIPK2 PPI	Vif imaging	LRH-1 inv ag	TLR9-MyD88 block	COUP-TFII inh	EBV LMP1 NFkB	TROY signal inh	SRC1 inh	C8 TRAIL sens	SRC3 inh	NCOA2 inhibitor
COc1cc(C(=O)Nc2ccc3c(c2)N(C(=O)CCN(C)C)c2ccccc2CC3)cc(OC)c1OC	-4	5	4	6	-56	0	-25	1	-7	-19	-21
COc1cc(/C=C/C(=O)OCC(=O)NC2CCS(=O)(=O)C2)ccc1OC(F)F (stereo not drawn)	-4	18	-2	-6	5	-4	5	-11	-19	12	3
CCOc1ccccc1N1CC(O)=C(c2nc3ccccc3s2)C1=N	3	/	27	4	-19	2	19	10	-6	10	-5
O=C(c1ccc(CNc2c(N3CCOCC3)c(=O)c2=O)cc1)N1CC=C(c2ccccc2)CC1	-1	13	10	-6	21	4	-19	-6	-3	-12	-20
COc1ccccc1C(=O)Nc1ccc(N2CCN(S(C)(=O)=O)CC2)cc1	-3	-1	-40	10	-20	-1	-37	-33	-1	-34	-34
O=c1c2ccccc2nc(/C=C/c2ccc(Cl)cc2)n1CCO	2	-4	-4	-3	-18	-10	14	-24	4	7	-9
CC(C)c1cc(NC(=O)C(C)(C)C)cc(C(C)C)c1O	-16	/	2	0	-3	4	7	-59	-3	-14	-11
CC(C)CN(c1ccccc1)S(=O)(=O)c1nnc(NC(=O)c2ccco2)s1	-3	1	8	-13	-7	-4	-14	2	-1	8	-12
COC(=O)c1n[nH]c2ccccc12	-3	23	14	-1	10	-19	-12	-12	-5	-10	-4
Cn1c2c(c(=O)n(C)c1=O)C(c1ccc(F)cc1)C(C#N)=C(N)O2 (stereo not drawn)	10	0	6	-4	5	5	0	8	-6	-19	12
CN1C(=O)Cc2cc(S(=O)(=O)NCc3cccs3)ccc21	-6	16	3	-1	2	2	7	-11	3	18	-1
Cc1ccc(S(=O)(=O)NCCC(c2ccccc2)c2ccccc2)cc1C(=O)O	-4	-11	11	5	20	5	-14	10	0	25	-6
CC(C)(C)C1CCc2c(C(=O)NNC(=O)/C=C/C(=O)O)csc2C1 (stereo not drawn)	5	1	-15	-3	1	7	11	-15	15	-2	11
COc1cccc(N2CCN(C(=S)Nc3ccc(F)cc3)CC2)c1	3	-6	-8	-7	3	6	0	3	-2	5	19
CCCn1nc(C(=O)Nc2cccc(S(=O)(=O)N(C)c3ccccc3)c2)c2ccccc2c1=O	-9	-9	16	-1	0	-4	-1	11	24	-31	-16
CCNc1nc(NC(C)C)nc(Oc2ccc(OCCOc3ccccc3)nn2)n1	-11	1	8	-1	-33	2	-11	-20	-14	-21	-4
Cc1ccc(OCC(=O)Nn2cnnc2)c(Br)c1	-12	-10	-11	2	-2	-7	-1	-19	-4	-2	8
COc1ccc(-n2c(COc3cccc4cccnc34)nnc2SCC(=O)O)cc1	-14	0	-14	-11	2	-3	17	-5	-1	10	-36
CCOC(=O)c1[nH]c(C(=O)O)c(CCC(=O)OC)c1C	-11	14	0	5	8	-13	3	-6	-12	5	-4
COCC(=O)N(C)C1(c2nnnn2CCOC(=O)Nc2cccc3ccccc23)CCCC1	6	10	2	5	/	1	6	-15	31	3	/
C/C(CC(=O)NC12CC3CC(CC(C3)C1)C2)=N\NC(=O)c1ccc(F)cc1	-4	15	-48	0	-2	-6	-49	-39	-11	-21	-29
O=C(NCCC1=CCCCC1)C1CCN(C(=O)c2ccc(Cl)cc2)CC1	-7	7	-17	-6	-10	1	-48	-15	-29	-41	-7
COc1ccc(N(CC(C)C)S(=O)(=O)c2nnc(NC(=O)c3ccco3)s2)cc1	-3	-1	-4	-1	22	-6	-2	6	20	-9	21
COC(=O)c1sc(N2C(=O)C(O)=C(C(=O)c3ccc(C)o3)C2c2cc(OC)ccc2OC)nc1C (stereo not drawn)	-1	-5	-19	-9	-3	0	-17	12	-8	9	2
CC1CCCN(C(=S)Nc2ccc(Nc3ccccc3)cc2)C1 (stereo not drawn)	-4	4	-132	/	-29	-25	-56	-120	23	-65	-48
O=c1[nH]cnc(O)c1N=Nc1ccccc1	-10	-11	10	-3	9	-21	-32	1	0	0	9
O=C(CCN1CCOCC1)c1ccccc1	-7	2	1	1	8	1	-11	-3	-15	3	7
O=C(NCC(=O)N1CCN(S(=O)(=O)/C=C/c2ccccc2)CC1)c1ccccc1F	-10	-3	5	-4	-1	-2	11	-8	6	1	3
COc1ccc(-c2nnc(-c3ccc(N(C)C)cc3)o2)cc1	-5	3	-80	0	-18	-15	-44	-29	2	-63	-1
Cc1ccc2cc(C#N)c(NCCNC(=S)NCCCN(C)C)nc2c1C	-3	4	7	-7	10	-2	-55	4	8	-3	15
CCCn1c(C2CC(=O)N(c3cc(OC)ccc3OC)C2)nc2ccccc21 (stereo not drawn)	2	0	8	2	0	0	10	16	-6	3	3
COc1ccc(NC(=O)C(Cc2cc(C)cc(C)c2)C(C)C(=O)O)cc1 (stereo not drawn)	3	20	0	-8	15	-6	-2	7	-11	2	9
COc1cc2c(cc1OC)C(C(=O)Nc1cc(OC)c(OC)c(OC)c1)C(c1cccnc1)N(C)C2=O (stereo not drawn)	14	3	5	2	4	7	4	-66	3	8	-8
C[C@H]1CN([C@@H](C)CO)C(=O)c2cc(NS(=O)(=O)c3ccc(Cl)cc3)ccc2O[C@@H]1CN(C)CC1CCCCC1	-4	-5	-21	2	17	1	-3	7	-2	0	15
Cc1ccc(SCC(=O)Nc2cccnc2)cc1	8	-2	-22	10	0	-2	7	-55	-5	-15	-19
O=C(/C=C/c1ccc([N+](=O)[O-])o1)NNC(=O)c1ccc(F)cc1	1	-3	-27	-5	4	-152	-34	-99	32	-77	-31
COc1ccc(CC(=O)N2CCN(c3cccc(C)c3C)CC2)cc1	6	8	5	-6	-8	-11	-6	-24	-3	-8	1
C=CCn1c(SCC(=O)N(CC)CC)nc(O)cc1=O	1	-6	-13	0	15	-4	11	-1	11	11	-4
CCCCNc1nc2c(c(=O)[nH]c(=O)n2C)n1CCCc1ccccc1	-9	-3	-3	9	-1	-6	6	-4	-1	9	-2
Cc1cc(C)c(C(=O)N(CCN(C)C)CC2CCCN(Cc3ccccc3F)C2)o1 (stereo not drawn)	-12	10	1	-4	-14	-4	-5	10	17	9	0
COc1ccccc1NC(=O)c1ccccc1S(=O)(=O)c1ccc([N+](=O)[O-])cc1	-2	-6	3	3	-5	-2	9	-14	0	0	-37
COc1cc(NC(=O)c2cc(OC)c(OC)c(OC)c2)ccc1NC(=O)c1cccs1	-8	/	-5	-20	-7	-4	18	10	9	9	-2
Cc1cccc(NC(=O)CCOc2ccccc2)c1C	-1	-1	1	0	13	2	-3	-6	23	-4	-17
CCCCn1c(N)c(N(CCOC)C(=O)CSc2nc3ccc(C)cc3[nH]2)c(=O)[nH]c1=O	3	-5	17	5	5	6	-4	6	-9	-3	2
COc1ccc(-c2cc(C(=O)N/N=C(\C)c3cccnc3)c3ccccc3n2)c(OC)c1	-10	/	7	-3	-20	-7	12	-27	13	-2	-13
CN(Cc1ccccc1)C(=O)CCC1CCN(C(=O)CCC(F)(F)F)CC1	9	-1	-36	-8	-27	-21	-46	-38	3	-28	1
CC(C)COc1ccc(C(=O)OCC(=O)NCCC2=CCCCC2)cc1	-15	-3	10	-6	4	-8	-18	-4	-6	2	18
Cc1cc(=O)n2nc(N3CCCC(C(=O)N4CCN(C)CC4)C3)sc2n1 (stereo not drawn)	-3	0	-8	-3	4	1	4	-6	-5	13	6

Screening data from PubChem BioAssay.
